# Compound activity as filed in PubChem.
# GAA glycogen – GAA glycogen-cleavage inhibition or activation; P10253; recombinant GAA, glycogen substrate, Amplex Red glucose oxidase fluorescence; Potency, µM (titrated, usually from 76.4 µM), inactives show at the top dose activity change, negative = inhibition, hits mostly inhibitors; 0.38% of 300,000 active;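 note: 0% = full enzyme reaction and -100% = no-enzyme basal signal; the screen sought inhibitors and activators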
#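 Recombinant enzyme (4 nM final) with compounds titrated up to 77 uM and bovine liver glycogen (30 ug) in citrate pH 5.0, 0.01% Tween-20, 37 C 40 min. Released glucose detected by Amplex Red/glucose oxidase (Ex 573/Em 610); AC50 from Hill fits.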
# Tau fluor counter – counter-screen for tau fibril formation inhibitors. tau K18 P301L Alexa594 fluorescence, heparin fibrillization. Potency, µM (titrated, usually from 57.7 µM), for the others: at the highest dose activity change, negative = decrease. 0.93% of 280,000 active; note: % is set by controls: 0 for no effect and ±100 for the full control effect; nearly all actives have a fitted effect of over 55% in size
#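 Human tau K18 P301L (15 uM unlabeled, 0.24 uM Alexa 594-labeled) in 100 mM sodium acetate pH 7 with 20 uM heparin, 6 hr at 37 C. ThT 30 uM added, 1 hr ambient; Alexa 594 FP and total fluorescence read at 555/632 nm.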
# Tau fibril ThT – tau fibrillization inhibition (ThT binding); 2.1% of 270,000 active; Potency, µM (top dose mostly 57.4 µM), for inactives: top-dose activity, negative = inhibition, actives largely listed as inhibitors; recombinant tau K18 P301L (four-repeat tau fragment), heparin-induced fibrillization, ThT fluorescence; AID 1460; note: % is set by controls: 0 for no effect and ±100 for the full control effect; nearly all actives have a fitted effect of over 55% in size
# Target sequence (P10636 561-689 P618L limits assumed): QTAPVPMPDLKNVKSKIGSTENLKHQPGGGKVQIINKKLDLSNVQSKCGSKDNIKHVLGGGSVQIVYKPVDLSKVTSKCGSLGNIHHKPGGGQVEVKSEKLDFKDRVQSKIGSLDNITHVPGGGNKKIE
#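 Heparin-induced fibrillization of the P301L-mutant K18 repeat-domain fragment of human tau was followed by ThT binding in quantitative high-throughput format.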
# GAA inhib – inhibitors of human lysosomal alpha-glucosidase; AID 1466; Potency, µM (titrated, usually from 76.9 µM), for inactives: at the highest dose activity change, negative = inhibition, usual class: inhibitors; P10253; 0.005% of 200,000 active; purified human GAA, 4-MU-alpha-glucoside fluorescence;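 note: plate controls were uninhibited enzyme wells for no effect and no-enzyme background for full effect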
#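 Enzyme (4 nM final) mixed with compound (up to 77 uM), then 4-MU-alpha-D-pyranoside (400 uM final) added; 20 min at room temperature, pH 5.0. Reaction stopped at pH 10, fluorescence read, AC50 derived by Hill fit.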
# Tau fibril FP – tau fibrillization inhibition (FP) | P10636 | Potency, µM (highest dose often 57.7 µM), for the others: at the top dose activity, negative = inhibition, usual class: inhibitors | K18 P301L tau heparin fibrillization, Alexa594 FP, 6 h | AID 1468 | 0.39% of 280,000 active; note: % is set by controls: 0 for no effect and ±100 for the full control effect; nearly all actives have a fitted effect of over 55% in size
#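 Steps: dispense K18 P301L tau (15 uM plus 0.24 uM Alexa 594 tracer, final) in pH 7 sodium acetate; add compound; add heparin (20 uM final); incubate 6 hr, 37 C; add ThT (30 uM final); after 1 hr ambient, read FP.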
# aGlu spleen mod – inhibitors or activators of human alpha-glucosidase in spleen homogenate; 0.006% of 240,000 active; human spleen homogenate, 4-MU-alpha-glucoside fluorescence; Potency, µM (doses to about 79.9 µM), inactives show top-dose activity change, negative = inhibition, hits mostly inhibitors;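 note: 0% = enzyme with vehicle and -100% = no enzyme basal signal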
#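 Human spleen homogenate (1 ug) with 4-methylumbelliferyl-alpha-D-glucopyranoside (1 mM final) in 50 mM citrate/phosphate pH 5.0, 0.01% Tween-20; 40 min at 37 C. Stopped at pH 10; 4-MU fluorescence Ex 365/Em 440 nm; AC50 by Hill fit.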
# HTT cytoprotect – protects HTT-Q103 PC12 cells, measured by ATP; PC12 HTT-Q103 induced, cytoprotection, ATP luminescence, 40 h; Potency, µM (top dose mostly 56.4 µM), for inactives: cytoprotection (ATP increase), usual class: activators; AID 1471; 0.14% of 230,000 active;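 note: % of control where 0% means no effect; nearly all actives have a fitted effect of over 45% in size; toxic huntingtin expression switched on by the ecdysone agonist tebufenozide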
#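 Stable PC12 Q103-GFP cells in serum-supplemented, phenol red-free DMEM; induction by tebufenozide at 100 nM final; compound dose series; cell viability quantified luminescently from ATP.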
# aGal spleen mod – inhibitors or activators of human alpha-galactosidase in spleen homogenate; P06280; human spleen homogenate, 4MU-alpha-Gal fluorescence, 40 min; Potency, µM (top dose mostly 80 µM), inactives show top-dose activity change, negative = inhibition, actives largely listed as inhibitors; 0.008% of 240,000 active; AID 2107;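 note: 0% = enzyme with vehicle and -100% = no enzyme basal signal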
# Target sequence (P06280 32-429 limits assumed): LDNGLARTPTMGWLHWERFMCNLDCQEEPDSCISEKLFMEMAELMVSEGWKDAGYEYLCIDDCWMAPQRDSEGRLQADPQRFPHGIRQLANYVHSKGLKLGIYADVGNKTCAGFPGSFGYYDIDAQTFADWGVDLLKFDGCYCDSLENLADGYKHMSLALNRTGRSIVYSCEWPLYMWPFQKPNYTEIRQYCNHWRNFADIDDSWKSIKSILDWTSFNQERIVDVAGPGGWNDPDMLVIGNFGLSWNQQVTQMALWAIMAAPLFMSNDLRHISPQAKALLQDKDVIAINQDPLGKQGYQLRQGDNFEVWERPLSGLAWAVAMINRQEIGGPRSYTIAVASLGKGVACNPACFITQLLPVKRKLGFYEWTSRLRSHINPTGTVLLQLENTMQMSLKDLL
#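 Inhibition or activation of alpha-galactosidase in human spleen homogenate is scored by 4-MU fluorescence after 40 min at 37C, pH 5.0, with 1 mM substrate. AC50s come from concentration-response fitted to the Hill equation.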
# * hit, by the source's call; ? = inconclusive; / = no result given; & = joins results of further samples; [ ] = dose if it differs, or a comment. Calls come from the whole dose curve; as a rule, active = well fitted curve in the direction sought with a large enough effect; inconclusive = small, poorly fitted or top-dose-only effect, or another doubt; inactive = no such curve, though single readings can be large; an effect the other way counts as inactive or inconclusive. Potency is the fitted concentration of half-maximal effect.
SMILES,GAA glycogen,Tau fluor counter,Tau fibril ThT,GAA inhib,Tau fibril FP,aGlu spleen mod,HTT cytoprotect,aGal spleen mod
COc1ccccc1N1CCN(C(=O)Cn2cnc3c2c(=O)n(C)c(=O)n3C)CC1,-12%,-12%,-10%,2%[15.4 µM],0%,-5%,5%[10 µM],6%
CC(=O)NC(Cc1ccccc1C)C(=O)NC1CCN(C(=O)c2cccc(C)c2)CC1 (stereo unspecified),4%,4%,-1%,0%,6%,-1%,8%[10 µM],-4%
COc1ccc(CC(=O)N2N=C(C)CC2(O)c2cccnc2)cc1 (stereo unspecified),-2%,-9%,-8%,-3%,-9%,-17%,6%,-14%
C#CCOCCOCCOCCNc1nc(N2CCN(C(=O)C(Cc3cc4ccccc4[nH]3)n3cc(C(N)Cc4ccc(O)cc4)nn3)CC2)nc(N2CCN(C(=O)C(Cc3cc4ccccc4[nH]3)n3cc(C(N)Cc4ccc(O)cc4)nn3)CC2)n1 (stereo unspecified),-9%,-26%,?,/,?,6%,-4%[10 µM],7%
O=c1[nH]c2ccc(NC(=S)Nc3ccccc3)cc2[nH]1,-15%,-14%,?,-2%,-4%,-2%,-33%[inhibitor],-10%
Cc1ccccc1-c1nn2c(-c3ccccc3)nnc2s1,?,2%,?,?,-6%,-12%,-79%[inhibitor],-13%
S=C(NCc1cccs1)Nc1cccc2ccccc12,-12%,-5%,-3%,-4%,-3%,4%,34%[10 µM],4%
CC(=O)OC1CCC23CC1(C)CCC2C(C)(C)CC3OC(C)=O (stereo unspecified),/,-6%,1%,/,-1%,16%,/,6%
O=C(c1cccc2ccccc12)N1CCN(c2ccccc2F)CC1,-8%,3%,-6%,1%,-2%,-3%,-26%,0%
CCOc1ccccc1N(CC(=O)NCCSc1ccccc1)S(C)(=O)=O,-7%,-9%,-5%,-8%,4%,-15%,/,-12%
Cc1ccc(-c2nnn(CC(=O)N(Cc3cccs3)C(C(=O)NC3CCCC3)c3ccncc3)n2)cc1 (stereo unspecified),?,-22%,-14%,?,6%,-6%,-22%[1.9 µM],0%
NS(=O)(=O)c1ccc(NC(=S)NC2CCCC2)cc1,-1%,-4%,-18%,8%,2%,4%,/,7%
COc1cc2c(cc1O)[C@H](Cc1ccc(Oc3cc(C[C@@H]4NCCc5cc(OC)c(O)cc54)ccc3O)cc1)NCC2,21%,?,?,-16%,9%,-3%,/,-4%
COc1ccc(C2=NC(c3ccncc3)=Nc3ccc(Br)cc3N2)cc1,-6%[76.3 µM],?,?,/,9%,/,/,/
CCN(CC)CCN(C(=O)c1ccc([N+](=O)[O-])cc1)c1nc2ccc(OC)cc2s1,-12%,-3%,-3%,3%,-1%,5%,-33%[inhibitor],-1%
CC(C)c1csc(CN2CCN(Cc3ccccc3)C(CCO)C2)n1 (stereo unspecified),8%,-5%,-13%,/,-5%,-5%,0%[10 µM],-1%
CCN(CC)S(=O)(=O)c1ccc(N2CCCCC2)c(NC(=O)c2ccncc2)c1,27%,-9%,-3%,/,2%,4%,-15%[10 µM],-1%
COc1ccc(NC(=O)O/N=C/c2ccncc2)cc1,?,-5%,-1%,-2%,-11%,-1%,-72%[inhibitor],1%
Cc1ccc(S(=O)(=O)N/N=C/c2cn(C)nc2C)cc1,-7%,-4%,-7%,-6%,-6%,5%,14%,14%
Cc1ccc(C(=O)OC2CCOC2=O)cc1NC(=O)c1ccco1 (stereo unspecified),1%,2%,6%,-2%,0%,1%,4%[10 µM],6%
C[C@@]12CC[C@@H]3c4ccc(O)cc4C[C@H](CCCCCCCCCS(=O)CCCC(F)(F)C(F)(F)F)[C@H]3[C@@H]1CC[C@@H]2O (stereo partly specified),/,-16%,-5%,/,2%,5%,-3%,2%
Cc1cc(=O)oc2cc(OCC(=O)Nc3nnc(C4CC4)s3)ccc12,-1%,-4%,?,/,-5%,-14%,22%[10 µM],6%
CCN(CC)C(=O)CSc1nc2ccccc2c(=O)n1CCC(=O)NCc1ccc(F)cc1,-2%,-6%,6%,-1%,-2%,0%,27%[10 µM],12%
CCC(=O)N1CCc2cc(S(=O)(=O)NC(C(=O)NCc3ccc(C)cc3)C(C)C)ccc21 (stereo unspecified),-4%,-4%,-2%,3%,-8%,-9%,-22%,?
Cc1ccc(CNC(=O)c2cc3c(s2)CN(Cc2ccccc2)C3)cc1,-5%,-14%,3%,-2%,-3%,-3%,-42%[inhibitor],0%
Cc1ccc(NC(=O)c2cc(N3C(=O)C4CCCCC4C3=O)ccc2N2CCOCC2)cc1 (stereo unspecified),-11%,-6%,-7%,-6%,3%,-15%,-7%[10 µM],0%
O=C(O)c1ccccc1-c1nc2ccccc2n1-c1ccccc1,-3%,7%,1%,?,7%,-2%,/,-7%
Cc1nnsc1C(=O)N/N=C/c1ccccc1Cl,-5%,-16%,-15%,/,-2%,8%,17%[10 µM],6%
COc1ccc(C(C(=O)NC(C)(C)C)N(Cc2cccs2)C(=O)CCC(=O)Nc2cc(C)on2)cc1 (stereo unspecified),10%,3%,-3%,-10%,?,-8%,9%[1.9 µM],0%
COc1ccc(/C=C(\C#N)c2nc(-c3ccc(Cl)c(Cl)c3)cs2)cc1OC,16%[76.3 µM],-14%,?,/,-5%,/,/,/
C[C@@H](C(=O)Nc1nc(-c2ccccn2)cs1)N1C(=O)C2CCCCC2C1=O (stereo partly specified),1%,-19%,?,-1%,-11%,-2%,3%,-2%
COc1cc(NC(=O)c2noc3c2CSc2ccccc2-3)cc(OC)c1OC,-5%[76.3 µM],-13%,-12%,/,-1%,/,/,/
CCN(CC)C(=S)NC(=O)c1cccnc1,17%,2%,3%,11%,2%,-10%,/,-4%
COc1ccc(C)c(-n2c(N)cc(=O)n(Cc3ccccc3)c2=O)c1,2%,-9%,-8%,/,-3%,4%,2%[10 µM],-13%
COc1ccc(N(C)S(=O)(=O)c2cccc(C(=O)N(C)Cc3ccc(C)o3)c2)cc1,2%,-10%,-10%,1%,5%,-11%,-13%,-17%
NC(=O)c1cc(Br)cc(C2CCCCC2)c1O,-10%,?,-14%,7%,?,-6%,-4%[10 µM],-2%
CCOc1ccc(CCNC(=O)C2CCCN(S(=O)(=O)c3c(C)n[nH]c3C)C2)cc1OCC (stereo unspecified),-7%,?,-14%,-4%,6%,2%,-67%[inhibitor],10%
COc1ccc(C2=NN(C(=O)CN3CCOCC3)C(c3nc4ccccc4[nH]3)C2)cc1 (stereo unspecified),-3%,-6%,0%,-1%,-4%,-1%,-33%[inhibitor],0%
C=CCNC(=S)Nc1sc2c(c1C(=O)OCC)CC(C(C)C)OC2 (stereo unspecified),-7%,?,?,-5%,-10%,1%,-65%[inhibitor],-8%
Cc1cccc(NN=C2c3ccccc3-c3ccccc32)c1,-27%,?,?,5%,11%,-2%,-18%[10 µM],-1%

# Two of the compounds above, with values under each structure.
# Sequence of screens – GAA glycogen	Tau fluor counter	Tau fibril ThT	GAA inhib	Tau fibril FP	aGlu spleen mod	HTT cytoprotect	aGal spleen mod
COc1ccc(C2=NN(C(=O)CN3CCOCC3)C(c3nc4ccccc4[nH]3)C2)cc1 (stereo unspecified)
 : -3%	-6%	0%	-1%	-4%	-1%	-33%[inhibitor]	0%
C=CCNC(=S)Nc1sc2c(c1C(=O)OCC)CC(C(C)C)OC2 (stereo unspecified)
 : -7%	?	?	-5%	-10%	1%	-65%[inhibitor]	-8%

# Copied from the list:
# Result of `COc1ccc(C)c(-n2c(N)cc(=O)n(Cc3ccccc3)c2=O)c1` in Tau fibril ThT: -8%
# Result of `O=C(c1cccc2ccccc12)N1CCN(c2ccccc2F)CC1` in Tau fibril FP: -2%

# (listing goes on)
SMILES,GAA glycogen,Tau fluor counter,Tau fibril ThT,GAA inhib,Tau fibril FP,aGlu spleen mod,HTT cytoprotect,aGal spleen mod
Cc1cccc(C(=O)NC2(C(F)(F)F)N=C(c3ccccc3)N(Cc3ccccc3)C2=O)c1 (stereo unspecified),-4%[76.3 µM],-10%,?,/,-6%,/,/,/
O=C1C2C3CC(C(Br)C3Br)C2C(=O)N1c1ccccn1 (stereo unspecified),0%,4%,-8%,-8%,7%,5%,-19%,5%
O=C(NCCOC(=O)c1ccc([N+](=O)[O-])cc1)c1cccnc1,2%,-9%,?,3%,1%,1%,-18%,-1%
COc1cc(NS(=O)(=O)c2ccc(NC(=S)NC(=O)COc3ccccc3OC)cc2)nc(OC)n1,-12%,2%,-7%,3%,-1%,-5%,-12%[10 µM],5%
CCOC(=O)NC(CC(=O)O)c1ccc(OC)cc1 (stereo unspecified),12%,-6%,-8%,2%,2%,-4%,19%[10 µM],4%
Cc1cc2nn(-c3ccc(F)cc3)nc2cc1NC(=O)c1cccc([N+](=O)[O-])c1C,12%[76.3 µM],-10%,-3%,/,-1%,/,/,/
NS(=O)(=O)c1ccc(CCNC(=O)CSc2nc3ccccc3c(=O)n2CCC(=O)N2CCCCC2)cc1,5%,-4%,-5%,0%,0%,-22%,-37%,8%
CCCC(=O)Nc1nnc(-c2ccc(Cl)s2)o1,8%,-3%,-4%,-2%,-5%,1%,-7%,7%
CC1CCCN(C(=O)Cn2ncc3c([nH]c4ccccc43)c2=O)C1 (stereo unspecified),15%[76.3 µM],-5%,0%,/,2%,/,/,/
Cc1ccc(-n2nnnc2C(=Cc2ccc(N(C)C)cc2)c2nnnn2-c2ccc(C)cc2)cc1,2%,?,-13%,11%,15%,-10%,-41%[inhibitor],5%
O=C(c1ccc(Br)cc1)c1sc(N2CCOCC2)nc1-c1ccccc1,-4%,-18%,-16%,-7%,-12%,1%,-66%[inhibitor],-5%
Fc1cccc(/C=N/N=C/c2cccc(F)c2)c1,9%,-13%&-13%,-18%&-14%,-6%,-10%&-2%,11%&1%,-14%,11%&-2%
C[C@]12CCC3c4ccc(OC(=O)c5ccccc5)cc4CCC3C1CCC2=O (stereo partly specified),/,1%,-4%,/,4%,-9%,/,0%
COc1ccccc1-c1cc(C(=O)NCCc2ccccc2)no1,5%[76.3 µM],-26%&-19%,-19%&-14%,?,?,-4%,-49%[inhibitor],0%
